MOR-DOR ag: OPRM1-OPRD1 heterodimerization agonism; actives 0.3% (n = 340,000); P35372+P41143; activation, % at 9.3 µM; cells, luminescence; in the data active = activation above about 18%;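 also: 0% = vehicle-treated cells and 100% = reference agonist; values of inactives mirror those of a sister screen read the other way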
cardiac RTF act: cardiac RTF calcium sensitization; P19429+P45379; IANBD-labeled TnC RTF fluorescence at EC20 calcium; 0% EC20 calcium, 100% full calcium; activation, % at 7.2 µM; actives 0.24% (n = 340,000); AID 493008;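 active = activation above the mean over all tested compounds plus 3 SD, cut at about 30% in these data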;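 also: rise in fluorescence read as greater calcium sensitivity of cardiac thin filaments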
Wnt act: activators of Wnt/beta-catenin signaling. activation, % at 9.35 µM. actives 1.2% (n = 300,000). Wnt/beta-catenin reporter cell assay, activator, plate reader; in the data active = activation above about 30%, passing the limit was not always enough; inconclusive = no clear call, values can overlap the other calls;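 also: 0% = neutral control wells and 100% = positive control wells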
Keap1-Nrf2 PPI: disrupts human Keap1 binding to Nrf2 peptide. AID 504523. Q14145. inhibition, % at 9.4 µM. actives 0.15% (n = 340,000). Keap1 Kelch-Nrf2 peptide fluorescence polarization, 1536-well; in the data active = inhibition above about 12%; inconclusive = no clear call, values can overlap the other calls; inactive = below about 7.3%;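 also: human Keap1 Kelch domain with fluorescein labeled Nrf2 9mer peptide probe; 0% = neutral control wells and 100% = peptide positive control; higher means more block of Keap1 binding to Nrf2 peptide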
LANA DNA inh: blocks KSHV LANA C-terminal domain binding to DNA; MBP-C-LANA/FAM-LBS DNA binding, fluorescence polarization; AID 504423; inhibition, % at 9 µM; actives 0.078% (n = 340,000);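 active = highest replicate inhibition at or above 60% at 9 µM, even if other replicates fall short; inactive = all replicates below 60% inhibition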;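 also: 0% = neutral control wells and 100% = 4 µM acridine orange control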
V-ATPase pH: alters yeast V-ATPase proton transport. response, % at 10 µM. AID 504577. S. cerevisiae, pHLuorin cytosolic pH fluorescence. actives 0.37% (n = 350,000); in the data active = response mostly above about 7.3%, no sharp cut-off; inactive = mostly below about 5.4%; also: actives read high; inactives centre near 0; some compounds called inactive have numbers as strong as hits; reference of the scale not given here
Arr AP2 block: inhibitors of human beta-arrestin and AP2 interaction. inhibition, % at 10 µM. actives 0.31% (n = 340,000). AID 504490. FITC-arrestin peptide / GST-AP2 beads, flow cytometry; AP2 beta2 appendage carries R879A mutation;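 active = inhibition above a set limit, near 3 SD of compounds lacking own fluorescence, cut at about 54% in these data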;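 also: plate controls were DMSO wells for no effect and 5 µM unlabelled arrestin peptide for full effect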
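System: GST-AP2 R879A bound to glutathione beads, E. coli-expressed. Also added: 50 nM FITC-arrestin peptide. Schedule: compound with beads 12 min RT, then probe 1 h RT. Signal: bead flow cytometry, FITC channel. Read-out basis: percent response.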
OPRM1-OPRD1 inv: inverse agonists of human mu-delta opioid receptor heterodimerization | actives 0.21% (n = 340,000) | cell-based MOR-DOR heterodimer luminescence, inverse agonism | P35372+P41143 | inhibition, % at 9.3 µM; in the data active = inhibition above about 22%, passing the limit was not always enough;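 also: 0% = cells with DMSO and 100% = wells without cells with DMSO; values of inactives mirror those of a sister screen read the other way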
Cardiac RTF inh: cardiac RTF calcium desensitization. actives 0.12% (n = 340,000). AID 493244. IANBD-labeled cardiac RTF, Ca2+ fluorescence. inhibition, % at 7.15 µM. P19429+P45379;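 active = inhibition above the mean inhibition of all tested compounds plus 3 SD, cut at about 17% in these data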;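 also: assay run at fixed EC70 calcium of 1.6 mM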
DSG3 Ab inh: inhibitors of pemphigus antibody binding to human desmoglein-3. DSG3-coupled beads, scFv-anti-DSG3-GFP binding, flow cytometry; hits give low values. binding (percent of control), % at 10 µM. actives 0.48% (n = 310,000). AID 588358;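 active = binding more than 3 SD below its plate's average and above zero; inconclusive = below that plate limit but binding exactly zero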;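 also: hits lower antibody fragment binding to DSG3; some compounds called inactive have numbers as strong as hits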
Target sequence (P32926 whole entry, looked up, the tested form may be a part): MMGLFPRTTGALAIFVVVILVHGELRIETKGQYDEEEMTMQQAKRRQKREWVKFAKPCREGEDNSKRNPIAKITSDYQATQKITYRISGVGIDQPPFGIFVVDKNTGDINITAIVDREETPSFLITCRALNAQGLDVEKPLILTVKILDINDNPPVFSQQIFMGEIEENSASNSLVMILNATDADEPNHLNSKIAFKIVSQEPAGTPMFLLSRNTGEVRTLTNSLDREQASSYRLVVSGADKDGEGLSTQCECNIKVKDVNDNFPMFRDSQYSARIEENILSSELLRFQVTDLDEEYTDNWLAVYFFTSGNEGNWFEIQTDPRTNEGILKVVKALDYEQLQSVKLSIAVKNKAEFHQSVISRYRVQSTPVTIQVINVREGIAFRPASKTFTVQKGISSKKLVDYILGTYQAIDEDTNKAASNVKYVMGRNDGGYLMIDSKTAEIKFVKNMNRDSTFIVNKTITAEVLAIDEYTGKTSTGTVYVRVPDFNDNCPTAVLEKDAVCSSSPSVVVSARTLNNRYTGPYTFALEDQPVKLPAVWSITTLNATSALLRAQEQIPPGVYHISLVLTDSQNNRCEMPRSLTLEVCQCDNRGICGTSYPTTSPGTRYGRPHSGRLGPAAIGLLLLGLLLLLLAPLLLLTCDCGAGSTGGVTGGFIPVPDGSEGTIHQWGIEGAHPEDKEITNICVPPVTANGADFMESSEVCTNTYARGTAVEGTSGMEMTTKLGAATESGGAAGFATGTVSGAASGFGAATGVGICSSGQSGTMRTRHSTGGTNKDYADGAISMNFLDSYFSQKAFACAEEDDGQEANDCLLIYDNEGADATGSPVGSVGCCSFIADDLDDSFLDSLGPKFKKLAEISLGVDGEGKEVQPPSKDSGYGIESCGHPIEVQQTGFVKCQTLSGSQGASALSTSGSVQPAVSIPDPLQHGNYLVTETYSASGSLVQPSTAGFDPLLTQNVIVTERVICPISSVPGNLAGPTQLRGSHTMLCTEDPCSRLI
Starred values were filed as active, the others as inactive; u = inconclusive; x = no result given.

SMILES | MOR-DOR ag | cardiac RTF act | Wnt act | Keap1-Nrf2 PPI | LANA DNA inh | V-ATPase pH | Arr AP2 block | OPRM1-OPRD1 inv | Cardiac RTF inh | DSG3 Ab inh
COc1ccc(NC(=O)c2noc(C(C)C)c2[N+](=O)[O-])cc1 | 2.2 | 3.4 | 1.7 | 5.8 | 0.3 | 0.2 | 1.8 | -15.6 | -9.8 | 93.0
CN(C(=O)C1CCN(S(=O)(=O)c2ccccc2[N+](=O)[O-])CC1)C1CCCCC1 | -1.9 | -5.1 | -4.1 | -4.2 | -0.4 | -0.2 | 3.2 | 10.3 | 3.4 | 97.0
Cc1ccc(S(=O)(=O)CCC(=O)OCC(=O)N(Cc2ccccc2)C(C)C)cc1 | -0.8 | 3.0 | 1.5 | -2.9 | 1.4 | 1.3 | -9.3 | 5.0 | -9.5 | 110.7
Cc1cc2occ(CC(=O)NCc3cccs3)c2cc1C(C)C | 1.3 | 11.6 | -0.4 | -1.5 | 2.8 | -2.2 | 11.1 | -7.3 | -2.5 | 102.4
O=c1cc(N2CCc3ccccc32)[nH]c(=O)n1-c1ccc(Br)cc1 | -1.1 | 1.8 | 7.3 | -6.1 | -0.9 | -0.9 | 7.5 | 5.9 | -2.8 | 101.0
O=C(COC(=O)c1ccccc1C(=O)N1CCN(c2ccc(F)cc2)CC1)NCc1ccccc1 | -0.3 | 1.4 | -4.5 | 0.5 | 0.7 | -4.8 | 1.1 | 1.9 | -9.7 | 108.5
CCOc1ccc(NC(=O)c2ccccc2NC(=O)CN2CCN(C(C)=O)CC2)cc1 | -0.7 | -4.0 | x | -1.6 | -0.9 | 1.2 | -5.8 | 4.5 | -1.3 | 102.6
COc1ccccc1/C=C\C(=O)NCC(=O)N/N=C(\C)Cc1ccccc1 | -1.4 | -6.0 | 0.7 | -3.7 | 0.1 | 4.8 | 18.8 | 6.8 | -5.5 | 111.2
COc1ccc(S(=O)(=O)N2CCOCC2)cc1NC(=O)CN1CCC(Cc2ccccc2)CC1 | 0.5 | 6.4 | -0.4 | 0.7 | 0.8 | 0.8 | 7.5 | -2.7 | -0.3 | 108.0
Cc1ccccc1CN1CCN(C(=O)c2ccc(F)cc2)CC1 | -0.6 | -4.3 | 3.7 | -1.7 | -0.7 | -3.1 | 3.0 | 2.8 | -2.6 | 112.2
C=CC[n+]1c(/C=C/c2ccc(OC(C)=O)c(OC)c2)ccc2ccccc21 | -2.3 | -2.2 | 1.7 | -2.4 | -1.6 | -1.9 | 17.6 | 11.7 | -7.2 | 105.2
CC(C(=O)Nc1cccc(S(=O)(=O)N2CCOCC2)c1)N1CCN(c2ccc(F)cc2)CC1 (stereo not drawn) | -0.4 | 2.1 | -15.1 | 3.5 | 1.0 | -2.2 | 9.2 | 2.1 | -3.2 | 94.7
CCCCCCC(C)OC(=O)c1ccccc1C(=O)O (stereo not drawn) | -2.3 | -2.5 | -1.5 | -0.7 | -1.4 | -0.6 | -1.9 | 12.6 | 3.5 | 95.6
C[N+]1(C2CCC3CCCC2C3O)CCCCC1 (stereo not drawn) | -1.6 | 7.3 | -3.8 | -4.3 | 0.0 | 2.0 | -2.5 | 8.3 | 0.5 | 87.9
COc1ccccc1-c1ccc(=O)n(CC(=O)NCc2ccc3c(c2)OCO3)n1 | -2.1 | 8.2 | x | -2.1 | 0.5 | 0.6 | 15.1 | 12.2 | 5.5 | 132.7
CN(C(=O)COC(=O)/C=C/c1ccc2c(c1)OCO2)c1c(N)n(Cc2ccccc2)c(=O)[nH]c1=O | -3.2 | -5.3 | 0.8 | 0.6 | 2.6 | -0.2 | -1.1 | 16.8 | -9.5 | 102.2
O=c1c2ccccc2nc2n1C(CSc1ccc(Cl)cc1)CN2 (stereo not drawn) | -3.4 | -2.2 | x | 0.0 | -1.2 | -1.1 | 33.5 | 15.6 | 3.3 | 103.0
N#Cc1c(-c2ccc(F)cc2)cc(-c2ccccc2)nc1SCC(=O)NCC(=O)O | -1.8 | 2.3 | 5.3 | -7.9 | 0.5 | 0.7 | 4.5 | 9.2 | -5.3 | 62.7*
COc1cc(OC)cc(C(=O)NC(c2ccccc2)c2ccccc2)c1 | -1.7 | -5.1 | -6.6 | 1.6 | -0.3 | -1.7 | -7.4 | 8.4 | 1.5 | 130.1
CC(C)NC(=O)c1cccc2c1-c1ccccc1C2=O | -2.6 | 3.1 | 4.3 | 1.4 | 0.6 | 1.0 | -3.1 | 11.7 | -6.4 | 98.2
Cc1ccc(CNC(=O)CCCCn2c(=O)[nH]c3ccsc3c2=O)cc1 | -1.1 | -0.5 | -1.6 | 0.9 | -0.7 | 4.5 | 24.8 | 5.8 | -3.1 | 97.4
CCc1nnc(NC(=O)c2oc3cc(C)c(C)cc3c2C)s1 | -1.0 | 0.4 | -1.5 | -2.7 | 0.4 | -1.5 | 1.9 | 5.3 | -10.4 | 105.6
CN(NC(=O)CN1C(=O)c2ccccc2C1=O)C1=NS(=O)(=O)c2ccccc21 | 0.5 | -10.0 | 3.8 | 1.5 | -1.9 | -1.3 | 19.2 | -3.3 | -8.8 | 92.3
CC(OC(=O)C1CCCC1)C(=O)Nc1ccc(C(N)=O)cc1 (stereo not drawn) | 1.2 | 4.2 | -1.6 | -3.4 | -0.2 | 3.5 | 5.3 | -6.6 | -1.4 | 103.2
CC(Oc1ccc(Cl)cc1Cl)C(=O)/C=C/N(C)C (stereo not drawn) | 1.1 | 3.9 | -1.0 | -1.1 | -1.3 | 5.3 | 5.2 | -5.6 | -3.7 | 100.9
Nc1c(Cl)cc(C2=NCCn3c2c2ccc([N+](=O)[O-])cc2[n+]3[O-])cc1Cl | 1.8 | 0.9 | 0.4 | -1.7 | 0.1 | -0.6 | 6.2 | -10.3 | -4.5 | 103.1
COc1cc(OC)nc(S(C)(=O)=O)n1 | 1.6 | -3.1 | -3.8 | -0.3 | 1.7 | 0.5 | -15.4 | -8.7 | -19.0 | 106.9
Cc1cccc(N2CCN(S(=O)(=O)c3c(C)noc3/C=C/N(C)C)CC2)c1C | -0.8 | -3.8 | 1.1 | -8.8 | 2.6 | -1.1 | -7.2 | 4.3 | 4.3 | x
Cn1c(CC(=O)NNC(=O)c2ccc(F)cc2F)nc2ccccc21 | -0.3 | 0.3 | -2.0 | -4.5 | 2.0 | 5.0 | 19.4 | 1.3 | -9.8 | 111.9
O=C(Nc1cccc(S(=O)(=O)N2CCOCC2)c1)C1=NN(c2ccccc2)C(=O)CC1 | -2.0 | 1.3 | -0.5 | 3.4 | 1.7 | -1.1 | 0.6 | 9.9 | 0.8 | 100.7
O=S(=O)(Nc1ccc(Cc2ccncc2)cc1)c1ccc(Br)cc1 | 0.1 | -3.8 | x | -1.0 | -0.5 | 5.5 | 3.8 | -0.5 | 4.5 | 103.3
CCn1cc(C(=O)N[C@H](C(=O)NCCN2CCOCC2)C(C)C)c(=O)c2cc3c(cc21)OCO3 | -1.3 | -5.4 | 2.8 | -4.0 | 0.5 | -4.4 | 11.7 | 6.5 | 0.9 | 98.7
Cc1csc(=NC(=O)c2ccccc2)n1Cc1ccco1 | -1.0 | -4.9 | -3.9 | -5.3 | 1.4 | -4.8 | 7.8 | 5.8 | -4.8 | 99.5
CCCCNC(=O)C1CCCN(S(=O)(=O)c2c(C)noc2/C=C/c2cccs2)C1 (stereo not drawn) | -1.2 | -5.6 | 1.0 | 1.3 | 2.8 | -0.1 | -10.9 | 6.0 | 4.4 | 98.3
CS(=O)(=O)c1cccc(C(=O)Nc2ccc3c(c2)OCCCO3)c1 | -1.7 | -5.1 | 13.6 | -0.9 | -0.2 | 1.4 | 2.5 | 9.1 | -5.5 | 100.6
COc1ccccc1NC(=O)NC1CC(=O)N(c2ccc3c(c2)OCCO3)C1 (stereo not drawn) | -2.2 | -1.4 | -3.1 | -2.3 | 0.2 | -4.5 | 5.9 | 11.0 | -0.8 | 96.8
COc1ccc(CNC(=O)c2ccc(N3CCCC3=O)cc2)cc1 | 4.8 | -3.5 | 23.8 | -2.6 | -0.7 | -3.1 | 15.8 | -24.2 | -5.1 | 104.3
COc1ccc(C(=O)Nc2nc(CC(=O)NCCc3ccccc3)cs2)cc1 | -0.2 | 1.3 | 7.6 | -0.3 | 1.5 | -2.5 | 6.0 | 1.5 | -5.3 | 100.2
O=C(C1=C(O)C(=O)N(c2nccs2)C1c1ccccc1)c1cc2ccccc2o1 (stereo not drawn) | -1.9 | 34.1* | u | 41.8* | 36.9 | -0.6 | 16.5 | 9.7 | -85.8 | 163.8
CC(C)CNC(=O)CN(c1ccccc1)S(=O)(=O)c1ccccc1[N+](=O)[O-] | 1.5 | -3.8 | -0.6 | 4.2 | 0.7 | 5.6 | 22.2 | -10.3 | -4.7 | 95.1

Of the compounds above, two contain bromine.
SMILES | MOR-DOR ag | cardiac RTF act | Wnt act | Keap1-Nrf2 PPI | LANA DNA inh | V-ATPase pH | Arr AP2 block | OPRM1-OPRD1 inv | Cardiac RTF inh | DSG3 Ab inh
O=c1cc(N2CCc3ccccc32)[nH]c(=O)n1-c1ccc(Br)cc1 | -1.1 | 1.8 | 7.3 | -6.1 | -0.9 | -0.9 | 7.5 | 5.9 | -2.8 | 101.0
O=S(=O)(Nc1ccc(Cc2ccncc2)cc1)c1ccc(Br)cc1 | 0.1 | -3.8 | x | -1.0 | -0.5 | 5.5 | 3.8 | -0.5 | 4.5 | 103.3

Continued.
SMILES | MOR-DOR ag | cardiac RTF act | Wnt act | Keap1-Nrf2 PPI | LANA DNA inh | V-ATPase pH | Arr AP2 block | OPRM1-OPRD1 inv | Cardiac RTF inh | DSG3 Ab inh
COc1cc2c(c3oc(=O)cc(CC(=O)O)c13)CCC(C)(C)O2 | -0.4 | 3.3 | 1.4 | 4.9 | 2.0 | -0.1 | -8.7 | 2.0 | -7.0 | 104.3
CCn1nc(C)c(/C=N/NC(=O)Cc2ccc(Cl)cc2)c1C | 0.1 | 0.5 | x | 0.5 | 0.7 | -1.4 | -0.9 | -0.3 | 4.7 | 111.8
Cc1[nH]n(-c2ccccc2)c(=O)c1/C=C1/C=c2ccccc2=N1 | 1.2 | 1.2 | 5.4 | 2.1 | 1.5 | 1.1 | 40.1 | -6.4 | -4.7 | 101.3
O=C(CSc1nnc(NC(=O)c2ccco2)s1)Nc1ccccc1 | -1.9 | 1.8 | 5.4 | -0.3 | -0.5 | 1.3 | 7.5 | 9.5 | -15.1 | 105.4
CCCSc1nc2c(cnn2-c2ccc(C)cc2)c(=O)[nH]1 | -2.2 | -2.3 | -1.6 | -2.2 | 0.8 | 2.4 | 26.4 | 12.1 | -1.5 | 101.7
COc1ccc(NC(=O)CSc2nc(C)cs2)cc1OC | -1.6 | -4.0 | x | -0.1 | -1.0 | 2.7 | 4.0 | 9.0 | -5.4 | 99.3
CCCOc1ccccc1N1C(=O)CC(N(O)c2ccccc2)C1=O (stereo not drawn) | -3.8 | -2.3 | -1.3 | 0.5 | -2.1 | -1.6 | -1.6 | 19.2 | -16.1 | 86.3
CCOc1cc(NC(=S)NCCCN2CCOCC2)c(OCC)cc1NC(=O)c1cccc(C)c1 | -0.9 | 2.6 | -0.9 | -2.9 | 1.0 | -3.3 | 0.3 | 6.2 | 0.8 | 102.0

Screening data as filed in PubChem.

This is a random part of the collection; any-hit rate near 3.1%.
